# Screening data from PubChem BioAssay.
# PKM2 act – activators of human pyruvate kinase M2; P14618; purified PKM2, Kinase-Glo ATP luminescence, activation; response scale: 0% is enzyme alone, no compound; Potency, µM (highest dose often 57.5 µM), without a hit: at the highest dose activation, actives largely listed as activators; 0.34% of 260,000 active; AID 1631; also: potency is read from the fitted curve at half-maximal effect; % is scaled to controls: 0 for no effect and ±100 for the full control effect; nearly all actives have a fitted effect of over 55% in size
#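 ATP formation by purified human PK-M2, quantified via coupled luciferase luminescence after 1 h at room temperature with 0.1 mM ADP and 0.5 mM PEP final.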
# BCR signal inh – chronic active BCR signaling inhibition; ABC-DLBCL IkBa-CBG/CBR reporter, luminescence ratio, 4 h; Potency, µM (highest dose often 46.1 µM), for the others: top-dose ratio change, negative = lower green/red ratio, actives largely listed as inhibitors; 0.05% of 340,000 active; active = well fitted inhibition curve with a large enough effect in the signal ratio, with a control signal flat, not every such curve was filed as active; inconclusive = small, poorly fitted or top-dose-only effect, or effect the other way, or a change in a side signal; the % refers to the signal ratio;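 also: potency is read from the fitted curve at half-maximal effect; plate controls were basal doxycycline-induced cells for no effect and cells given 10 µM MG132 for full effect; MG132 reads +100%, hits lower the ratio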
#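 TMD8 ABC-DLBCL cells carrying doxycycline-inducible green luciferase fused to IkappaBalpha plus unfused red luciferase were exposed to compounds (up to 46 uM) for 4 hrs at 37C. Activity came from the overlap-corrected green/red luminescence ratio.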
# S-ASM inh – inhibitors of human secretory acid sphingomyelinase; P17405; placental ASM, HMU-PC fluorogenic substrate, 60 min; Potency, µM (doses to about 57.5 µM), for the others: at the highest dose activity change, negative = inhibition, hits mostly inhibitors; 0.006% of 340,000 active; AID 504937; also: potency is read from the fitted curve at half-maximal effect
#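 Fluorescence read-out (Ex 386 nm, Em 447 nm) after stopping the reaction at pH 10. Enzyme: ASM from human placenta; substrate HMU-PC0, 9 uM final; 60 min, 37 °C. Compound preincubation 10 min, ambient temperature.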
# TSHR antagonist – human thyrotropin receptor antagonism | 0.2% of 330,000 active | TSHR-expressing cells, TSH-stimulated cAMP HTRF, 2 h; stronger effect = lower value | P16473 | activity change, negative = inhibition, % at 11.5 µM;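 active = activity change below a set negative limit, meaning inhibition stronger than a set level, cut at about -70% in these data; inconclusive = activity change between two set negative limits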; also: % is scaled to controls: 0 for no effect and ±100 for the full control effect
#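 TSHR-expressing cells were treated with compounds, then stimulated with TSH at EC80 (4nM final) for 2 hours at 37 deg C. Cellular cAMP was measured by HTRF competition between lysate cAMP and cAMP-d2 for a cryptate-labelled anti-cAMP antibody.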
# MBNL1 CUG block – inhibitors of human MBNL1 binding to CUG repeat RNA; Q9NR56; TR-FRET MBNL1-His/biotin-(CUG)12 binding, 665/545 ratio; Potency, µM (highest dose often 57.5 µM), for the others: top-dose activity change, negative = inhibition, actives largely listed as inhibitors; 0.036% of 280,000 active; AID 2675; active = well fitted inhibition curve with a large enough effect in the signal ratio, with a control signal flat, not every such curve was filed as active; inconclusive = small, poorly fitted or top-dose-only effect, or effect the other way, or a change in a side signal; inactive = no such curve, though single readings can be large or run the other way; the % refers to the signal ratio; also: potency is read from the fitted curve at half-maximal effect; % is scaled to controls: 0 for no effect and ±100 for the full control effect
#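 Compounds (final 92 nM to 58 uM) are added to His-tagged MBNL1 and biotin-(CUG)12, then terbium anti-His antibody and streptavidin-XL665 (5 nM final). After 60 min at room temperature, the 665/545 nm ratio is read.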
# Mito fusion yeast – blocks mitochondrial division or promotes mitochondrial fusion; S. cerevisiae fusion-defective mutant growth rescue, CellTiterGlo 48 h; Potency, µM (highest dose often 46.1 µM), inactives show at the highest dose growth rescue (activation), most hits filed as activators; 0.23% of 320,000 active; AID 485298;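 also: potency is read from the fitted curve at half-maximal effect; % of control where 0% means no effect; nearly all actives have a fitted effect of over 45% in size; temperature-sensitive fusion mutants such as fzo1-1 at 37 °C on non-fermentable ethanol glycerol medium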
#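 Growth-rescue viability read-out: after 48 h at the non-permissive 37C in glycerol/ethanol YPEG, yeast mitochondrial fusion mutants are measured by CellTiterGlo luminescence; compounds (23 nl pinned per well) restoring growth score as division inhibitors or fusion activators.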
# hERG WT inh – blocks the wildtype human KCNH2 potassium channel. activity change, % at 1.84 µM. 0.37% of 340,000 active. Q12809. U2OS, BacMam KCNH2, thallium flux FluxOr; stronger effect = lower value;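 active = maximum activity change below -70%; inconclusive = maximum activity change between -70% and -50%; inactive = maximum activity change above -50%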; also: % is scaled to controls: 0 for no effect and ±100 for the full control effect
# Target sequence (Q12809 whole entry, looked up): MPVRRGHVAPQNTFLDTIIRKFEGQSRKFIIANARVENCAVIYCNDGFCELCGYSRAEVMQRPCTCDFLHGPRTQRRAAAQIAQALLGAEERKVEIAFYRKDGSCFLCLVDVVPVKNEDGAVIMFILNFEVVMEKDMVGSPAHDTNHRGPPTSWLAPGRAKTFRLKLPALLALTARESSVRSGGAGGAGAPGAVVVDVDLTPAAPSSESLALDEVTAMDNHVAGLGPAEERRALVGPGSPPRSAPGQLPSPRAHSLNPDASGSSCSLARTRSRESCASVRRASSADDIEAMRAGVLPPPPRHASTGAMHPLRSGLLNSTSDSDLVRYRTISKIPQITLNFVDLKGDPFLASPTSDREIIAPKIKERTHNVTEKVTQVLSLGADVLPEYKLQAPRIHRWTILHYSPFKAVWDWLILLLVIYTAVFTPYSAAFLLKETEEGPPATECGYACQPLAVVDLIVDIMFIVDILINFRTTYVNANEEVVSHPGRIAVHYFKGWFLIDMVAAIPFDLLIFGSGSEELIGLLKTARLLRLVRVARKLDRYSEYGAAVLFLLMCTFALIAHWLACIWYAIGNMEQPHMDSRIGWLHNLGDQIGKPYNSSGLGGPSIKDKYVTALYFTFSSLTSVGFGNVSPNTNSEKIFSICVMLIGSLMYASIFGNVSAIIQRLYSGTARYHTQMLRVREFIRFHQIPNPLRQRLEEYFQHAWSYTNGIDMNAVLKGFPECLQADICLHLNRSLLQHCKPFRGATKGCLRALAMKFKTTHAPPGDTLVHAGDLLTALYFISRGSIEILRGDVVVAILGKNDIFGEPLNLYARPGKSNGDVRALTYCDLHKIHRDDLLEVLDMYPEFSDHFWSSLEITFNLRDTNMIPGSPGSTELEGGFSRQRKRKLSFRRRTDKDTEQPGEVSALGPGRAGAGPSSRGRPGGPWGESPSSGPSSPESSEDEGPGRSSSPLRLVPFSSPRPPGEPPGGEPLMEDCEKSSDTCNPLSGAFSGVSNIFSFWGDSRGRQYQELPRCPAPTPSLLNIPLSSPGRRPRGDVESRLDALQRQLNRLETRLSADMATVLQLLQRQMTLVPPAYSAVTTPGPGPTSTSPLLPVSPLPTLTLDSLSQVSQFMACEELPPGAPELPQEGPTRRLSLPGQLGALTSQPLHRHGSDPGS
#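 U2OS cells transduced with wild-type KCNH2 virus are loaded with FluxOr dye for 45 min, and thallium flux is measured in kinetic reads before and after stimulation buffer. Rate constants are normalized to DMSO controls.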
# USP2a inh – inhibitors of human ubiquitin-specific protease USP2a; O75604; 0.01% of 330,000 active; Potency, µM (highest dose often 38.3 µM), for inactives: at the highest dose activity change, negative = inhibition, actives largely listed as inhibitors; USP2 core, Ub-CHOP2 coupled fluorogenic reporter, 485/531;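 also: potency is read from the fitted curve at half-maximal effect; plate controls were DMSO wells for no effect and full inhibition by NEM control for full effect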
#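 USP2 core (10nM final) preincubated 30min RT with compound in 20mM Tris-HCl pH 8.0, 2mM CaCl2, 2mM beta-mercaptoethanol, 0.05% CHAPS; 25nM Ub-CHOP2 plus 25nM reporter substrate added, fluorescence (Ex485/Em531) read after 60min.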
# Menin MLL FP TR – menin-MLL binding inhibition, Texas Red mutant peptide | Menin + Texas Red MLL mutant peptide, fluorescence polarization | Potency, µM (top dose mostly 61.6 µM), for the others: at the highest dose FP activity change, negative = inhibition, most hits filed as inhibitors | 0.23% of 270,000 active; active = well fitted inhibition curve with a large enough effect in the polarisation, with a control signal flat, not every such curve was filed as active; inconclusive = small, poorly fitted or top-dose-only effect, or effect the other way, or a change in a side signal; inactive = no such curve, though single readings can be large or run the other way; the % refers to the polarisation; also: potency is read from the fitted curve at half-maximal effect; % of control where 0% means no effect; many of its hits are not listed in these tables
# GALK inhibitor – galactokinase (human) inhibition; Purified GALK, Kinase-Glo residual ATP luminescence; 0.007% of 270,000 active; Potency, µM (doses to about 57.5 µM), without a hit: top-dose activity change, negative = inhibition, usual class: inhibitors; also: potency is read from the fitted curve at half-maximal effect; % is scaled to controls: 0 for no effect and ±100 for the full control effect
#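 Quantitative HTS: GALK 5 nM, ATP 35 uM, galactose 100 uM, 1 h room temperature, then luciferase-based ATP detection.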
# Eya2 inh – Eya2 (human) phosphatase inhibition; Potency, µM (highest dose often 76.9 µM), without a hit: top-dose activity, negative = inhibition, usual class: inhibitors; O00167; recombinant Eya2, OMFP fluorescence dephosphorylation (OMFP is methylfluorescein phosphate); AID 488837; 0.006% of 330,000 active; also: potency is read from the fitted curve at half-maximal effect; % is scaled to controls: 0 for no effect and ±100 for the full control effect
#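 Eya2 protein (added as 0.2 uM solution) was preincubated with compound for 10 min at ambient temperature in 50 mM HEPES pH 7.5, 50 mM NaCl, 5 uM MgCl2, 0.05% BSA, 1 mM DTT. OMFP (added at 50 uM) then reacted 10 min; fluorescence read at 485/525 nm.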
# An asterisk follows results filed as active; u = inconclusive; x = not tested or not shown; [ ] = remark or other dose. Unless noted, calls follow the shape of the dose curve; as a rule, active = well fitted curve in the direction sought with a large enough effect; inconclusive = small, poorly fitted or top-dose-only effect, or another doubt; inactive = no such curve, though single readings can be large; an effect the other way counts as inactive or inconclusive.
SMILES,PKM2 act,BCR signal inh,S-ASM inh,TSHR antagonist,MBNL1 CUG block,Mito fusion yeast,hERG WT inh,USP2a inh,Menin MLL FP TR,GALK inhibitor,Eya2 inh
COc1ccc(CNC(=O)c2ccc(Cn3cc(Br)cn3)o2)cc1,19%,-15%,7%,-8,-2%,2%,-1,2%,x,-5%,5%
CC1CCC2(CC1)N=C(N)Nc1nc3ccccc3n12 (stereo unspecified),-5%,-4%,-1%,-42,-15%,1%,8,-3%,-29%,-4%,-11%
S=C(NCCc1ccccc1)Nc1ccccc1N1CCOCC1,0%,-2%,0%,7,-9%,4%,-13,2%,11%,1%,-3%
Cc1cc(N)nc(SCC(=O)N2C(C)CCCC2C)n1 (stereo unspecified),-4%,5%,2%,5,-5%,0%,-10,5%,2%,5%,0%
COc1ccc(CNCc2cccc(Oc3ccccc3)c2)cc1,-7%,-8%,3%,-3,-18%,u,16,-4%,1%,-1%,0%
C[C@H]([C@H](O)c1ccccc1)N(C)C(=O)CN,-1%,-5%,1%,-3,0%,-5%,4,0%,3%,x,-1%
Cc1nn2c(-c3ccco3)nnc2c2ccccc12,-1%,x,-2%,x,-8%,2%,-1,x,-18%,-3%,x
CCCn1c(SCC(=O)Nc2cc(S(=O)(=O)N3CCOCC3)ccc2Cl)n[nH]c1=O,-1%,0%,1%,-11,-17%,4%,-4,2%,-11%,1%,3%
COc1ccccc1CC(=O)Nc1ccc(S(=O)(=O)N2CC(C)CC(C)C2)cc1 (stereo unspecified),x,u,0%,18,x,18%,-2,-19%,x,x,2%
Cc1ccccc1Nc1nnc(SCC(=O)NCC2CCCO2)s1 (stereo unspecified),x,-4%,-1%,21,x,x,-16,2%,x,x,-5%
O=c1c2ccccc2nc2c3ccccc3c(NCCN3CCOCC3)nn12,4%,11%,x,10,u,-6%,x,4%,u,-4%,-7%
O=C(Nc1ccccc1)C1=C[C@@H](c2ccccc2)C[C@@H](OCc2ccc(CO)cc2)O1,18%,u,-13%,-3,24%,1%,x,-3%,26%,0%,6%
CCOC(=O)c1ccc(COC(=O)c2cc3ccccc3oc2=O)o1,5%,u,1%,-7,u,-4%,0,1%,-1%,-2%,-7%
CCc1ccc(C(=O)NNC(=O)OC)cc1,-1%,u,-3%,13,-2%,-2%,-19,6%,-20%,0%,0%
CC(=O)Nc1ccc(S(=O)(=O)Nc2ccc3c(c2)n(C)c(=O)n3C)c(C)c1,25%,-4%,2%,-9,5%,-3%,0,2%,2%,-3%,13%
COc1cccc(C(=O)COc2ccc(NC(=O)c3cccs3)cc2)c1,-1%,u,-13%,30,3%,6%,-5,1%,x,-1%,13%
COc1ccccc1-c1c(C)nn2c(N)c(-c3ccccc3)cnc12,x,u,3%,-11,-6%,16%,-5,-5%,-6%,x,3%
CCOC(=O)c1sc(=S)n(CC)c1NC(=O)c1ccccc1C,-3%,4%,4%,5,4%,9%,3,1%,x,1%,0%
CCN1C(=O)/C(=C/c2nc3ccccc3c(=O)n2-c2ccc(C)cc2)c2ccccc21,3%,0%,-4%,12,-11%,3%,20,2%,-4%,1%,1%
COc1ccccc1NS(=O)(=O)c1ccc2c(c1)N(C(C)=O)CC(C)S2 (stereo unspecified),3%[0.46 µM],u,3%,-3,-2%,14%,-10,-1%,-9%,1%,-2%
Cc1ccc(NC(=O)Cn2nc(C)c(S(=O)(=O)N(C)C)c2C)cc1C,-1%,0%,0%,-1,-4%,-4%,2,-1%,1%,0%,6%
Cc1cc(C(=O)OCc2nnc(-c3ccccc3)o2)c(C)n1-c1ccccc1,-2%,0%,-7%,-32,2%,4%,0,5%,-8%,9%,-3%
O=C(Cc1nc(-c2ccc(Br)s2)cs1)NCCN1CCOCC1,-9%,-5%,0%,7,u,-2%,-6,-2%,-19%,0%,7%
CCOC(=O)C1CCCN(CC(O)COCc2ccccc2OC)C1 (stereo unspecified),x,-4%,-2%,4,0%,4%,-3,-12%,u,-1%,6%
CCn1c2ccccc2c2c3ncc4cccn4c3ccc21,3%,u,x,-4,36%[activator],4%,-12,1%,u,-4%,13%

# Taken from above.
# For BCR signal inh, `CC1CCC2(CC1)N=C(N)Nc1nc3ccccc3n12` (stereo unspecified) shows -4%
# For Mito fusion yeast, `CCOC(=O)c1sc(=S)n(CC)c1NC(=O)c1ccccc1C` shows 9%

# Following part.
SMILES,PKM2 act,BCR signal inh,S-ASM inh,TSHR antagonist,MBNL1 CUG block,Mito fusion yeast,hERG WT inh,USP2a inh,Menin MLL FP TR,GALK inhibitor,Eya2 inh
Cc1cc(NC(=O)c2ccco2)ccc1-n1cnnn1,0%,2%,1%,-3,8%,1%,-4,-1%,-6%,-3%,2%
Cc1ccc(C(=O)OCC(=O)NCc2cccs2)s1,x,-5%,-1%,8,x,-2%,-5,2%,x,x,-4%
Cc1nc(N2CCCCC2)sc1C=O,-6%,-1%,x,-3,17%,3%,x,4%,-5%,0%,2%
COc1ccc(N2CCN(CC(=O)N3CCC(C)CC3)CC2)cc1,-2%,0%,4%,-7,-7%,-2%,-1,-1%,13%,4%,15%
CCOC(=O)c1ccccc1NC(=O)N[C@@H](C)C(=O)OC,1%,u,2%,7,0%,0%,-3,3%,-1%,1%,9%
Cc1cc(Cl)ccc1N1C(=O)CC(SCCC(=O)O)C1=O (stereo unspecified),6%,-7%,-1%,-4,-8%,4%,2,-1%,-15%,1%,15%
COc1ccccc1S(=O)(=O)Nc1ccc2nc(C)sc2c1,x,-13%,0%,5,x,x,-4,1%,x,x,3%
N#Cc1cn(Cc2ccncc2)c(=O)[nH]c1=O,1%,u,-3%,-11,-3%,1%,-11,3%,13%,0%,-1%
O=C(CCn1cccc1)Nc1cc(F)ccc1F,-7%,1%,1%,-6,6%,2%,2,5%,6%,0%,3%
Cc1cc(C)n(CCNC(=O)c2ccc3c(c2)OCO3)n1,-6%,-1%,0%,3,-2%,5%,-1,-1%,-5%,16%,2%
CCCCSc1nnc2[nH]c(=O)cc(N)n12,6%,10%,0%,9,0%,1%,1,1%,-7%,0%,3%
CCCCNc1c(-c2cccc(-c3ccc(OC)cc3)c2)nc2ccc(C)cn12,x,u,412%[activator],-83*,x,-17%,-36,-13%,x,x,4%
CC(C)OC(=O)C(C#N)c1nc2ccccc2nc1N1CCN(Cc2ccccc2)CC1 (stereo unspecified),2%,-1%,18%,8,3%,3%,2,1%,-10%,1%,5%
CC(C)c1ccc(S(=O)(=O)N2CCN(C(=O)CCNS(=O)(=O)c3ccccc3F)CC2)cc1,x,17%,x,-4,x,8%,-6,3%,x,x,-9%
CCc1nccn1S(=O)(=O)c1ccc2ccccc2c1,3%,0%,1%,-6,-3%,-3%,10,0%,-20%,-2%,13%
CC(C)Oc1ccc(CCC(=O)NNC(=O)c2ccccc2C(=O)O)cc1,x,-14%,3%,-6,-4%,-7%,0,1%,-19%,2%,-6%
Cc1cc(NS(=O)(=O)c2ccc(NC(=O)CCCOc3ccccc3C)cc2)no1,x,2%,-3%,-6,-2%,-4%,3,1%,x,-1%,-3%

# Grouped by structure: those above containing fluorine
SMILES,PKM2 act,BCR signal inh,S-ASM inh,TSHR antagonist,MBNL1 CUG block,Mito fusion yeast,hERG WT inh,USP2a inh,Menin MLL FP TR,GALK inhibitor,Eya2 inh
O=C(CCn1cccc1)Nc1cc(F)ccc1F,-7%,1%,1%,-6,6%,2%,2,5%,6%,0%,3%
CC(C)c1ccc(S(=O)(=O)N2CCN(C(=O)CCNS(=O)(=O)c3ccccc3F)CC2)cc1,x,17%,x,-4,x,8%,-6,3%,x,x,-9%

# This is a subset; rates above refer to the full screens.
